AGP1-GFP MLPCN – alters AGP1-GFP fluorescence in TOR pathway yeast screen. S. cerevisiae AGP1-GFP multiplex flow cytometry, 3 h; GFP as percent of DMSO wells. GFP response vs DMSO, % at 10 µM. actives 0.02% (n = 320,000). AID 2066;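 active = GFP response relative to DMSO above a set limit, near screen average plus 3 SD, cut at about 150% in these data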;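 also: median GFP channel fluorescence of the gated AGP1 strain per well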
CIT2-GFP yeast – alters CIT2-GFP fluorescence in TOR pathway yeast screen. GFP response vs DMSO, % at 10 µM. actives 0.065% (n = 320,000). S. cerevisiae CIT2-GFP strain, flow cytometry, 3 h; 100 means same as DMSO wells. AID 2029;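 active = GFP response relative to DMSO above a set limit, near the screen mean plus 3 SD, cut at about 150% in these data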;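 also: ratio of well median GFP fluorescence to mean of DMSO wells on the plate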
MEP2 TOR yeast – yeast TOR pathway MEP2-GFP modulation; actives 0.51% (n = 330,000); GFP response vs DMSO, % at 10 µM; S. cerevisiae MEP2-GFP strain, flow cytometry GFP, 3 h; 100% = DMSO control level;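 active = GFP response versus DMSO above a set limit, roughly screen mean plus 3 SD, cut at about 180% in these data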;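 also: median GFP fluorescence of the barcode-gated MEP2-GFP cells per well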
procasp3 activ – activates human procaspase-3; recombinant procaspase-3 D3A, Ac-DEVD-pNA absorbance 405 nm; P42574; activation, % at 8.5 µM; AID 463141; actives 0.11% (n = 330,000);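 active = activation above the mean of all tested compounds plus 3 SD, cut at about 21% in these data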;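 also: 0% = DMSO alone and 100% = DMSO wells spiked with extra 5 µM PC-3 D3A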
Target sequence (P42574 whole entry D9A/D28A/D175A): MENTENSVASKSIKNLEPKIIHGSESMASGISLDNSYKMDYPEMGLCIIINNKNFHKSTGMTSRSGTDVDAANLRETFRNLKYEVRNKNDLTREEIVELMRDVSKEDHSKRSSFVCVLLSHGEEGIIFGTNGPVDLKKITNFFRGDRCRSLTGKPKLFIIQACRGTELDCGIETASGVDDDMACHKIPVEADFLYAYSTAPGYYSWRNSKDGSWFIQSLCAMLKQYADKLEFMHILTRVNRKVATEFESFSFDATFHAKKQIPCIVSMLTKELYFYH
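System: Procaspase-3 D3A mutant. Medium: Zinc-free 300 mM NaCl, 50 mM HEPES, 0.01% Triton X-100. Schedule: 1 h preincubation plus 2 h reaction at 25 °C. Measured by: 405 nm absorbance of p-nitroaniline, reads at 0 and 120 min. Read-out: percent activation relative to control range.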
RPL19A-GFP yeast – alters RPL19A-GFP fluorescence in TOR pathway yeast screen. S. cerevisiae RPL19A-GFP strain, flow cytometry, 3 h; hits give low values. percent response vs DMSO, % at 10 µM. actives 0.3% (n = 330,000). AID 2025;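 active = percent response vs DMSO below 50%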;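 also: median channel GFP fluorescence of the barcoded RPL19A-GFP strain; ratio of sample median GFP to plate DMSO average so 100% = DMSO; lower means less RPL19A-GFP as with rapamycin TOR inhibition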
AHR activator – human AHR activation; AHR-responsive luciferase reporter cells, luminescence; activation, % at 5 µM; actives 2.5% (n = 320,000); AID 2796; in the data active = activation above about 47%;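 also: 0% = vehicle wells and 100% = reference agonist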
Target sequence (P35869 whole entry, looked up): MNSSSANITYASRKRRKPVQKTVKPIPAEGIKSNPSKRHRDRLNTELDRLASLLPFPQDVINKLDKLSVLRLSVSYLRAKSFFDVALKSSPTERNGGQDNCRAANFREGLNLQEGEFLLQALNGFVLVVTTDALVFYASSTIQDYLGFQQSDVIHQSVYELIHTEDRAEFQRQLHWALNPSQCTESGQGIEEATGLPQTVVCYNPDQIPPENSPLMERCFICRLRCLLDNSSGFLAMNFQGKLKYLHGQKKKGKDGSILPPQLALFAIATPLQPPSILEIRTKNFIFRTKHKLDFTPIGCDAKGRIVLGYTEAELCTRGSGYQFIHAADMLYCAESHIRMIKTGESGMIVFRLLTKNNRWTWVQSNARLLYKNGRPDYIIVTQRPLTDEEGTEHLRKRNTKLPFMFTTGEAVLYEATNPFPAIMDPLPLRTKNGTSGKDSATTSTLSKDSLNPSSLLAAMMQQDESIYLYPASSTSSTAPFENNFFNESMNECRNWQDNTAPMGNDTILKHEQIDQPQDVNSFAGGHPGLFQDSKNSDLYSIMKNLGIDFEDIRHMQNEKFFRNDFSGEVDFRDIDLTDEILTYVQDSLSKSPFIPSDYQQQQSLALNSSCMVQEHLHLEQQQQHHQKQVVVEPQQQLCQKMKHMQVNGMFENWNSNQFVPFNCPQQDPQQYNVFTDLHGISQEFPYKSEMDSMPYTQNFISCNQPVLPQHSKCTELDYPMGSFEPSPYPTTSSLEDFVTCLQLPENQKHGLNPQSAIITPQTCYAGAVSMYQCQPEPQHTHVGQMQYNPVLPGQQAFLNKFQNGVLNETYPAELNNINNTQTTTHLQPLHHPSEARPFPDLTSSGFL
LAP4-GFP MLPCN – yeast TOR pathway LAP4-GFP modulation; S. cerevisiae LAP4-GFP multiplex, flow cytometry GFP, 3 h; median GFP as percent of DMSO wells; GFP response vs DMSO, % at 10 µM; actives 0.34% (n = 320,000); AID 2023;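 active = GFP response vs DMSO above a set limit, about the screen mean plus 3 SD, cut at about 150% in these data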
proCasp7 act – counter-screen: procaspase-7 (human) activation. recombinant procaspase-7, Ac-DEVD-pNA absorbance 405 nm; D23A/D198A/D206A triple mutant, cannot self-cleave; scale: DMSO 0, 5 µM enzyme 100. AID 463210. activation, % at 8.5 µM. P55210. actives 0.093% (n = 330,000);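 active = percent activation above the screen-wide mean plus 3 SD, cut at about 25% in these data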
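buffer or medium = Zinc-free HEPES/NaCl buffer, pH 7.4 | material = Procaspase-7 triple mutant (PC-7 D3A) | input = 2 µM procaspase-7 mutant as dispensed | signal = Epi-absorbance of released pNA at 405 nm, two timepoints | timing = 1 h preincubation, 2 h reaction | replicates = singlicate compound testing | evaluation = % activation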
* marks the source's active call; other numbers are inactive results; . = not tested or not shown.

Results follow in this order: AGP1-GFP MLPCN	CIT2-GFP yeast	MEP2 TOR yeast	procasp3 activ	RPL19A-GFP yeast	AHR activator	LAP4-GFP MLPCN	proCasp7 act
Cc1ccc(S(=O)(=O)N2CCOCC2)cc1NC(=O)c1cc2c(s1)CCC2
  104.8	99.6	100.6	1.1	99.9	1.6	111.4	6.8
COc1ccc(CCNC(=O)NC(C(F)(F)F)C(F)(F)F)cc1OC
  104.3	100.3	103.1	6.1	104.3	-0.4	109.4	-7.9
COc1cc(/C=C/C(=O)O)cc(S(=O)(=O)N2CCc3ccccc32)c1OC
  87.5	89.2	90.3	-1.7	95.2	8.4	95.8	4.3
Cc1cccc(C)c1OCC(O)CN1CCc2ccccc2C1 (stereo unspecified)
  105.0	97.8	100.8	15.7	100.3	-3.5	105.4	7.6
COc1ccc(C)cc1NC(=S)NNC(=O)c1ccccc1Cl
  109.4	102.7	113.8	-1.6	103.0	5.9	110.6	-7.5
O=C(COC(=O)c1ccccc1C(=O)c1ccccc1)NCc1ccc(F)cc1
  102.9	108.6	100.4	0.3	100.0	2.2	107.9	-5.6
COc1cc(/C=C(/C#N)c2ccc(F)cc2)ccc1Oc1ccc([N+](=O)[O-])cn1
  99.4	94.5	114.6	-9.1	99.0	-4.0	105.5	9.7
CSc1ccc(S(=O)(=O)NCc2ccc(Cl)cc2)cc1
  98.1	98.0	113.8	-2.1	104.0	-2.7	113.1	0.9
C=CCn1c(N)c(C(=O)OCCC)c2nc3ccccc3nc21
  .	116.3	114.4	-4.8	106.8	19.5	117.9	0.5
COc1cc(C(=O)N2CCN(c3ccccn3)CC2)cc(OC)c1OC
  89.6	101.5	98.9	-1.4	97.5	3.7	88.3	2.5
CCCc1ccc(C(=O)NNC(=O)c2ccc(Br)cc2)cc1
  91.3	93.1	101.7	3.0	96.7	0.7	95.0	-0.6
CC(C)NC(=O)NC(=O)CSc1ccccc1F
  100.7	104.1	104.2	3.9	102.1	-0.6	100.1	3.5
Cc1c(CC(=O)N2C[C@H]3C[C@@H](C2)c2cccc(=O)n2C3)c(=O)oc2cc3occ(C(C)(C)C)c3cc12
  102.5	100.0	102.4	9.2	96.4	-0.7	103.8	-11.0
COc1ccc(-c2csc(N(CCCN(C)C)C(=O)c3ccc(F)cc3)n2)cc1
  98.2	104.5	109.1	4.2	99.1	11.1	97.0	3.3
N#C/C(=C\c1ccc(N2CCOCC2)o1)C(=O)NCCc1ccccc1
  102.3	97.8	108.3	-6.8	105.3	-3.1	110.0	-18.5
COC(=O)c1cc2sc(Cl)cc2n1CC(=O)Nc1ccc(OC)c(OC)c1OC
  98.7	91.9	101.9	-5.1	99.0	4.7	98.8	-8.9
COc1cc(NC(=O)C(C)C)ccc1NC(=O)c1cc2ccccc2o1
  101.5	106.0	107.2	-0.8	102.4	2.5	98.4	4.3
COc1ccc(C(C[N+](=O)[O-])c2c(C)cc3ccccn23)c(OC)c1 (stereo unspecified)
  103.1	103.7	96.5	0.5	102.2	0.3	115.2	-14.4
COc1ccccc1NC(=O)Cn1cnc2sc(C(=O)NCc3ccco3)c(C)c2c1=O
  104.1	105.3	106.5	-4.1	99.6	3.0	98.4	-8.1
Nc1c(-c2ccccc2)c(CN2CCOCC2)nn1-c1cccc([N+](=O)[O-])c1
  103.5	108.5	103.6	5.8	99.0	2.1	101.0	1.4
O=C(CC1S/C(=N/N=C/C=C/c2ccccc2)NC1=O)Nc1ccc(Cl)c(Cl)c1 (stereo unspecified)
  97.8	98.4	99.9	2.2	101.8	2.3	92.8	0.1
C[C@@H](NC(=O)c1nc[nH]c1C(=O)NCc1ccccc1)c1ccccc1
  107.0	106.6	100.0	2.6	103.3	1.1	109.8	16.9
CCOC(=O)Cc1cc(=O)n2[nH]c(-c3ccc(C)cc3)cc2n1
  101.2	101.0	102.9	0.3	99.9	8.1	98.3	3.4
Cc1ccc(S(=O)(=O)Nc2cc3c4c(c2)C(C)C(=O)N4CCC3)cc1 (stereo unspecified)
  90.7	89.3	99.0	-2.9	89.1	3.2	89.3	16.1
Cc1ccc(C)c(N2CCN(S(=O)(=O)c3ccc4c(c3)NC(=O)CC(=O)N4)CC2)c1
  115.9	115.8	106.6	-2.8	109.9	0.1	115.3	-11.8
COC(=O)c1[nH]c2ccccc2c1NC(=O)c1c(F)cccc1F
  102.5	97.8	98.6	-1.4	100.9	0.7	118.6	8.5
CCNc1nc(NCC)nc(Oc2ccc(C(=O)OC)cc2)n1
  102.1	92.8	100.0	-5.0	100.7	2.5	100.0	0.7
CCn1cc(S(=O)(=O)N2CCCC2)cn1
  98.9	95.3	102.9	0.3	109.0	-8.2	85.9	9.9
COc1ccccc1Nc1ncccc1C(=O)O
  104.8	105.0	99.7	1.6	92.7	7.8	94.6	7.3
O=C(/C=C/c1c(F)cccc1Cl)Nc1ccc(S(=O)(=O)Nc2ncccn2)cc1
  103.9	108.8	98.4	4.8	103.6	0.9	94.6	7.9
Cn1c(CNC(=O)c2cccs2)nnc1SCC(=O)Nc1ccccc1
  101.9	108.4	101.4	-1.6	103.6	-0.2	97.4	9.8
Cc1cc(C)c2cc(C#N)c(SCC(=O)NCc3ccco3)nc2c1
  106.1	101.0	102.3	-11.9	101.8	2.5	105.1	-23.3
CN(C)Cc1c(C(=O)N/N=C/c2cccc(OCc3c(F)cccc3Cl)c2)nnn1-c1nonc1N
  87.6	81.0	93.2	-1.0	86.9	1.9	81.3	-13.5
Oc1cccc(-c2nc3ccccc3s2)c1
  86.4	86.6	91.1	-0.4	97.9	85.8*	95.1	7.5
CCN(Cc1ccncc1)Cc1ccc(OC)c(OC)c1
  90.6	97.2	100.3	-9.4	101.2	8.6	79.1	-15.7
CCn1c(SCC(=O)Nc2cc(C)on2)nc2c(c1=O)SCC2
  102.3	106.5	101.7	-2.7	99.0	-0.1	94.4	1.5
CC(C)(SC(=S)N1CCOCC1)C(=O)O
  89.7	92.4	94.9	0.8	87.9	0.0	90.3	5.5
Cc1ccccc1Oc1cccc(C(=O)/C(C#N)=C/N(C)C)c1
  99.4	100.9	103.7	12.2	97.0	2.0	108.8	-3.3
COc1cc(/C=N/Nc2ccc(C(=O)O)cc2)ccc1O
  101.3	116.4	114.2	-5.0	107.6	-6.9	81.1	-4.1
O=C(CSCc1ccccc1)Nc1ccc(F)c(F)c1
  91.5	91.1	102.1	-6.7	105.5	1.6	109.0	-7.4
O=C(Nc1ccc2ccccc2c1)c1cccc(F)c1
  89.9	95.3	105.8	0.8	105.2	8.1	93.5	-4.5
COc1ccc(CC(=O)NCc2ccccc2)cc1
  101.0	104.8	106.5	4.7	102.2	4.0	92.0	-5.4
Cc1c(NC(=O)CN2C(=O)c3ccc([N+](=O)[O-])cc3C2=O)c(=O)n(-c2ccccc2)n1C
  95.8	98.8	93.8	3.5	97.0	2.7	99.4	-2.8
COc1cc(Cl)ccc1OCc1cc(C(=O)N(C)CCc2cnn(C)c2)no1
  98.6	104.6	101.7	3.8	100.4	46.1	95.7	-7.1
Cc1cc(Oc2ccc(C(C)(C)C)cc2)nc(N2CCOCC2)n1
  92.2	89.4	97.3	-4.5	97.6	15.7	95.7	7.9
CC(/C=C/c1ccc2c(c1)OCO2)=N/NC(=O)c1ccc(C)nc1
  97.0	98.8	101.1	6.8	100.7	40.7	101.1	-16.8
Cc1ccc2[nH]c(=O)c3cc(C(=O)N(C)Cc4ccco4)sc3c2c1
  97.4	99.1	98.5	-1.0	99.1	39.0	99.1	4.8
CC[C@H](C)Cc1cn([C@@H](CCCCNC(=O)OC(C)(C)C)C(=O)NCCCCCCCCCCC(=O)N2CCN(C(=O)OC(C)(C)C)CC2)nn1
  89.0	101.2	94.2	-5.2	106.7	3.2	124.6	-15.7
COc1ccc(-c2nnc3n(CCc4ccccc4)c(=O)c4ccccc4n23)c(OC)c1
  95.7	91.3	100.2	-6.3	94.1	23.8	95.2	6.2
COC(=O)[C@H](CC(C)C)NC(=O)Nc1ccc2c(c1)OCCO2
  95.1	100.7	88.6	-7.3	94.1	0.5	89.0	1.8

(list continues)
Results follow in this order: AGP1-GFP MLPCN	CIT2-GFP yeast	MEP2 TOR yeast	procasp3 activ	RPL19A-GFP yeast	AHR activator	LAP4-GFP MLPCN	proCasp7 act
Cc1cc(N(C)C)cc(C)[n+]1[O-]
  107.0	114.1	116.6	3.3	105.6	-1.3	113.3	7.2
COc1ccc(S(=O)(=O)N2CCOCC2)cc1N=Nc1sc(N)nc1-c1ccccc1
  114.2	118.5	112.6	-18.6	110.2	7.1	101.8	-37.4
Cc1cc(NC(=O)c2ccc(C#N)cc2)n(-c2ccccc2)n1
  77.9	69.3	94.2	7.2	92.4	3.4	123.4	0.2
CN(Cc1ccccc1)C(=O)c1cccc(N2C(=O)C3CC=CCC3C2=O)c1 (stereo unspecified)
  93.6	96.5	105.4	9.2	104.6	0.8	86.2	-4.3
O=C(Nc1ccccn1)C1CCN(S(=O)(=O)c2ccc3c(c2)OCCCO3)CC1
  102.1	90.6	102.7	11.1	95.3	-0.7	97.0	-0.9
O=C(NCc1ccccc1Cl)c1ccc2c(c1)SC1=NS(=O)(=O)CCN12
  110.3	98.1	100.5	-10.3	101.1	-5.3	114.8	-1.8
COC(=O)C(Cc1ccccc1)NC(=S)NC(=O)c1ccccc1 (stereo unspecified)
  95.6	97.5	104.4	-4.7	102.8	2.7	96.2	1.0
COc1ccc(NC(=O)CCCn2c(=O)[nH]c3ccccc3c2=O)cc1
  92.6	98.2	95.3	2.1	94.0	1.5	98.2	11.7
COc1cccc(C2=NOC(C(=O)Nc3cccnc3Cl)C2)c1 (stereo unspecified)
  100.9	102.8	104.7	9.9	103.5	-4.1	94.3	-8.8
O=C1/C(=C/c2ccc(O)cc2)SC(=S)N1Cc1cccnc1
  107.0	102.5	105.1	-10.0	103.7	-0.4	92.7	-7.0

Another view of some results above:
mol | AGP1-GFP MLPCN | CIT2-GFP yeast | MEP2 TOR yeast | procasp3 activ | RPL19A-GFP yeast | AHR activator | LAP4-GFP MLPCN | proCasp7 act
COc1ccc(CCNC(=O)NC(C(F)(F)F)C(F)(F)F)cc1OC | 104.3 | 100.3 | 103.1 | 6.1 | 104.3 | -0.4 | 109.4 | -7.9
O=C(NCc1ccccc1Cl)c1ccc2c(c1)SC1=NS(=O)(=O)CCN12 | 110.3 | 98.1 | 100.5 | -10.3 | 101.1 | -5.3 | 114.8 | -1.8

Next part.
Results follow in this order: AGP1-GFP MLPCN	CIT2-GFP yeast	MEP2 TOR yeast	procasp3 activ	RPL19A-GFP yeast	AHR activator	LAP4-GFP MLPCN	proCasp7 act
CN1CCN(C(=O)CNC(=O)Cc2ccc(Cl)cc2)CC1
  114.3	114.0	118.3	3.2	112.8	1.0	102.8	-0.9
O=C(NC(c1ccccc1)c1ccccc1)N1CCOCC1
  96.0	86.9	99.3	1.6	102.0	1.9	97.6	5.4
S=c1[nH]nc(-c2ccc(Cl)cc2)n1/N=C/c1cccs1
  108.5	108.7	108.4	-23.0	103.9	75.2*	112.3	-27.7
COc1ccccc1/C=C/C=N/NC(=O)c1ccncc1
  100.2	102.0	105.1	3.0	110.0	17.7	96.9	-5.6
CNS(=O)(=O)c1cccc(C(=O)OCC(=O)Nc2cc(F)ccc2F)c1
  92.4	82.8	96.3	3.8	95.0	0.9	95.0	-5.5

From PubChem BioAssay

An unsorted share of the library. About 3.5% of those tested had a hit in this group.
